Source: PubChem
RXFP1 ag: RXFP1 (human) receptor agonism; Q9HBX9; HEK293T-RXFP1 cAMP TR-FRET, 30 min; response scale: percent of porcine relaxin response, buffer zero; Potency, µM (top dose mostly 57.5 µM), for the others: at the highest dose activation, most hits filed as activators; actives 0.3% (n = 370,000); also: % is scaled to controls: 0 for no effect and ±100 for the full control effect; nearly all actives have a fitted effect of over 60% in size; many of its hits are not listed in these tables
Target sequence (Q9HBX9 whole entry, looked up): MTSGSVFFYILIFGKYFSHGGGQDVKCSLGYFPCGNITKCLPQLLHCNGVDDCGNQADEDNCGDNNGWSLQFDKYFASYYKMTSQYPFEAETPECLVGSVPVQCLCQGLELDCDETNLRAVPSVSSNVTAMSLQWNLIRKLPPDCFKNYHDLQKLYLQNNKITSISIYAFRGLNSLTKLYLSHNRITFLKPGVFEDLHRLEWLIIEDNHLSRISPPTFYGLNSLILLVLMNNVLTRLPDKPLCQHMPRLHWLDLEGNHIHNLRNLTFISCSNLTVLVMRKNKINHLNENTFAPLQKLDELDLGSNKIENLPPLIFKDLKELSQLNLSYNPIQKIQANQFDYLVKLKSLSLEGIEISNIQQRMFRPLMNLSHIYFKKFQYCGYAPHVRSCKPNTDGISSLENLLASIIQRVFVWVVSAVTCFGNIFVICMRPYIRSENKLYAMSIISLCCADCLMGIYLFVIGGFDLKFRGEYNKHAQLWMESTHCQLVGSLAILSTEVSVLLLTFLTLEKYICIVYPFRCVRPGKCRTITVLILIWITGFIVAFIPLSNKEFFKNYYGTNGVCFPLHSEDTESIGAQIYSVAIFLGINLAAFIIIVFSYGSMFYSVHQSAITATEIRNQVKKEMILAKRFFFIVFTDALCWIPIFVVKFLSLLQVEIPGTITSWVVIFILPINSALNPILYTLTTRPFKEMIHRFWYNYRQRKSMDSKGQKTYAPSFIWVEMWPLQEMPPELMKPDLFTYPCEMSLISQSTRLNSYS
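Agonist response is measured as cAMP accumulation in an RXFP1-transfected HEK293T line under PDE4 inhibition. Values are scaled between buffer-only and 29 nM porcine relaxin, and EC50s come from standard Hill equation fits.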
TrxR1 inh: rat TrxR1 inhibition | Potency, µM (doses to about 114 µM), without a hit: at the top dose activity change, negative = inhibition, actives largely listed as inhibitors | AID 588453 | recombinant rTrxR1, NADPH fluorescence consumption, selenite substrate | actives 1% (n = 390,000) | O89049; also: % is scaled to controls: 0 for no effect and ±100 for the full control effect; nearly all actives have a fitted effect of over 65% in size
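Rat TrxR1 (90 nM in the dispensed reagent) was pre-reduced with 400 uM NADPH for 5 min at room temperature, then incubated with compound for 15 min. After 400 uM selenite was added, NADPH fluorescence (Ex 340/Em 450 nm) was followed for 8 min.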
RGS4 inhibitor: inhibitors of human regulator of G protein signaling 4. P49798. Transcreener GDP fluorescence polarization, RGS4-accelerated GTP hydrolysis. Potency, µM (titrated, usually from 114 µM), for the others: at the highest dose activity change, negative = inhibition, actives largely listed as inhibitors. actives 0.039% (n = 390,000); also: % is scaled to controls: 0 for no effect and ±100 for the full control effect; nearly all actives have a fitted effect of over 75% in size; some results filed as inactive show a strong effect at the top dose
Target sequence (P49798 whole entry, looked up): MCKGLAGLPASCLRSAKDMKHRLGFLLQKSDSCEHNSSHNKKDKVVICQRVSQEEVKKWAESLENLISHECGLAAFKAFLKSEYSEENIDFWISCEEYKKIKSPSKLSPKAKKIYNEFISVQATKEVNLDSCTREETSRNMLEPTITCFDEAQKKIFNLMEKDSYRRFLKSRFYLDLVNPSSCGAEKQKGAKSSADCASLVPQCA
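MLSMR compounds (23 nl, pin-transferred) preincubated 10 min at room temperature with a 500nM (2x) first reagent, then RGS4 at 900nM (2x) plus Transcreener GDP mix added; fluorescence polarization (620/688 nm) read before and after 90 min at 30 °C.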
Vif-A3F inh: Vif-A3F binding inhibition; HeLa A3F-eYFP + Vif (tagged APOBEC3F with the HIV-1 protein that degrades it), YFP fluorescence increase; Potency, µM (top dose mostly 46.1 µM), for inactives: at the highest dose activity, negative = active; actives 0.2% (n = 390,000); also: % of control where 0% means no effect; nearly all actives have a fitted effect of over 65% in size
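Fluorescence increase (Ex 488/Em 500-530) after overnight compound treatment at 37 deg C flags inhibition of Vif-driven A3F-eYFP loss in stable HeLa A3F-eYFP/Vif cells seeded overnight beforehand.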
ALOX12 inh: inhibitors of human 12S-lipoxygenase ALOX12 | purified 12hLO, xylenol orange hydroperoxide absorbance | Potency, µM (titrated, usually from 108 µM), for inactives: top-dose activity change, negative = inhibition, hits mostly inhibitors | actives 1.1% (n = 580,000) | AID 1671190; also: % is scaled to controls: 0 for no effect and ±100 for the full control effect
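Purified human 12hLO (150 nM final) in 25 mM Hepes, 0.01% Triton X-100, pH 7.0 was preincubated 15 min at room temperature with compound. Then 40 uM arachidonic acid was added, 30 min. Hydroperoxide was read by Fe-XO absorbance ratio 573/405 nm.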
mIDH1 inhibitor: blocks human mutant IDH1 R132H enzyme; O75874; IDH1-R132H enzyme, NADPH consumption, diaphorase/resazurin fluorescence; Potency, µM (top dose mostly 76.6 µM), for the others: top-dose activity change, negative = inhibition, most hits filed as inhibitors; actives 0.093% (n = 390,000); also: % is scaled to controls: 0 for no effect and ±100 for the full control effect; nearly all actives have a fitted effect of over 65% in size
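IDH1-R132H (0.5 ug/mL dispensed) in pH 7.5 Tris buffer was preincubated 30 min with compound, then given a substrate mix of 0.016 mM NADPH and 2 mM alpha-KG for 80 min at room temperature; remaining NADPH was read by diaphorase/resazurin fluorescence.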
TrxR1 substrate: rat thioredoxin reductase 1 substrate activity | purified TrxR1 substrate turnover, NADPH consumption readout | Potency, µM (titrated, usually from 114 µM), without a hit: top-dose activity change, negative = substrate turnover | actives 0.01% (n = 390,000) | AID 588456; also: % is scaled to controls: 0 for no effect and ±100 for the full control effect; nearly all actives have a fitted effect of over 50% in size
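Rat TrxR1, dispensed at 90 nM, was prereduced with 400 uM NADPH (final) for 5 min at ~22 deg C, then incubated with compound 15 min before 400 uM selenite. A first-read NADPH fluorescence drop versus no-compound background flagged substrates.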
USP1 inh: blocks the human USP1/UAF1 deubiquitinase complex; O94782; recombinant USP1/UAF1, Ub-Rhodamine cleavage fluorescence; Potency, µM (top dose mostly 57.1 µM), inactives show at the highest dose activity change, negative = inhibition, actives largely listed as inhibitors; actives 0.23% (n = 390,000); also: % is scaled to controls: 0 for no effect and ±100 for the full control effect; nearly all actives have a fitted effect of over 60% in size; inactives centre near -12
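1 nM enzyme complex + cpd, 15 min RT; start with Ub-Rho 150nM final; kinetic fluorescence ex 480/em 540, 6 reads q60 s. Buffer 50mM HEPES pH 7.8, 0.5mM EDTA, 0.1 mg/ml BSA, 1mM TCEP, 0.01% Tween-20.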
Vif-APOBEC3G blk: blocks the Vif interaction with human APOBEC3G; Q9HC16; HeLa A3G-eYFP + Vif (tagged APOBEC3G with the HIV-1 protein that degrades it), YFP fluorescence, overnight; Potency, µM (highest dose often 46.1 µM), inactives show at the highest dose activity, negative = active, hits mostly inhibitors; actives 0.076% (n = 410,000); AID 602310;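 also: % is scaled to controls: 0 for no effect and ±100 for the full control effect; nearly all actives have a fitted effect of over 60% in size; hits raise eYFP signal because A3G escapes Vif-driven loss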
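HeLa cells stably expressing Vif and C-terminally eYFP-tagged A3G, seeded overnight at 37 deg C, then exposed to compound by pintool overnight at 37 deg C. Rise in yellow fluorescence (Ex 488/Em 500-530, Acumen) marks blocked Vif-driven A3G degradation.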
Numbers without * were called inactive; u = inconclusive; x = not tested or not shown; & = joins results of further samples; [ ] = dose if it differs, or a comment. Calls follow the shape of the dose curve; as a rule, active = well fitted curve in the direction sought with a large enough effect; inconclusive = small, poorly fitted or top-dose-only effect, or another doubt; inactive = no such curve, though single readings can be large; an effect the other way counts as inactive or inconclusive. Potency is read from the fitted curve at half-maximal effect.

Order of values – ALOX12 inh	TrxR1 inh	Vif-APOBEC3G blk	RGS4 inhibitor	mIDH1 inhibitor	RXFP1 ag	USP1 inh	Vif-A3F inh	TrxR1 substrate
CCCn1c(CN(C)Cc2ccccc2)nc2c1c(=O)n(C)c(=O)n2C
    0%&17%	-8%	-1%	-18%[56.9 µM]	9%	3.6%	-10%	0%	-2%
NC(=S)Nc1c(Cl)cccc1Cl
    u	-5%	2%	-12%	-6%	-1.5%	-12%	3%	-3%
Cc1cccc(C(=O)Nc2nnc(S(=O)(=O)N3CCOCC3)s2)c1
    0%&-13%	15%&26%	-1%&-2%	-10%[56.9 µM]	28%&53%	7.8%&0.5%	-22%&-4%	-9%&5%	-7%&0%
Cc1cc(NC(=O)C(Cl)Cl)cc2c1OCO2
    -10%	40%	3%	6%	14%	x	1%	11%	13%
CCCN(C(=O)COc1ccc(C(C)=O)cc1OC)C1CCS(=O)(=O)C1 (stereo not given)
    3%	4%	1%	15%	12%	-0.4%	-24%	-3%	-2%
COc1ccc(-c2nnc(OCc3ccccc3)c3ccccc23)cc1
    -35%	-3%[57.1 µM]	-1%	-10%	1%	2.0%	-8%	11%	4%[57.1 µM]
COc1ccccc1OCC(=O)Nc1c2c(nn1-c1ccc(F)cc1)CS(=O)(=O)C2
    -21%	-2%	2%	-22%	2%	2.6%	-13%	0%	2%
N#Cc1nc(-c2ccc(OCc3ccccc3)cc2)oc1NCCCN1CCOCC1
    u	1%[57.1 µM]	8%	-9%	8%	2.4%	-6%	-4%	54%[activator][57.1 µM]
O=C(NC(=S)N1CCN(C2CCCCC2)CC1)c1ccccc1
    -16%	9%[57.1 µM]	4%	-30%	11%	0.2%	-18%	22µM*	7%[57.1 µM]
CC(C)CNc1nc(Oc2ccc(=O)n(C)n2)nc(N2CCOCC2)n1
    0%	-8%	1%	13%	3%	1.0%	-9%	3%	-10%
Cc1sc2ncnc(Sc3ccccc3C(=O)Nc3ccc(Br)cc3)c2c1C
    10µM*	3%	1%	u	2%	8.1%	-12%	-10%	-12%
COc1ccc(OC)c(Nc2nc(N)c([N+](=O)[O-])c(NC3CCCCC3)n2)c1
    -6%	5%	0%	20%	-1%	0.1%	-3%	10%	-2%
COc1cccc(CN2CC(C(=O)NCCCn3cccn3)CCC2=O)c1 (stereo not given)
    0%	-15%	0%	u	-3%	0.7%	0%	-10%	-8%
COc1ccccc1CN1CC(C(=O)NCCC2=CCCCC2)CCC1=O (stereo not given)
    19%	12%	3%	25%	-14%	-0.8%	-8%	-3%	-4%
CCOC(=O)COc1ccc(S(=O)(=O)N2CCc3ccccc3C2)cc1
    -6%	29%	1%	4%	0%	1.5%	1%	-2%	12%
O=CN(c1ccccc1)c1ccc2ccccc2c1
    6%	34%[57.1 µM]	-3%	-13%	9%	3.8%	-20%	4%	3%[57.1 µM]
Cc1cc(C(=O)Oc2cccnc2)ccc1[N+](=O)[O-]
    -6%	-11%	-6%	-29%	6%	-1.2%	-18%	-14%	-1%
CCOc1cc(N2CCOCC2)c(OCC)cc1NC(=O)c1cc(-c2ccco2)nc2ccccc12
    u	-5%	u	-43%	-8%	-0.4%	-27%	-8%	-5%
COc1ccc(OC)c(-n2c(SCC(=O)NCC3CCCO3)nc3ccccc3c2=O)c1 (stereo not given)
    -14%	10%	-2%	14%	-4%	x	-12%	-7%	-3%
c1ccc(-c2nc3c4ccccc4ccn3c2CN2CCOCC2)cc1
    -19%	7%	-5%	28%	3%	0.6%	-8%	7%	6%
Cc1ccc(Cl)cc1-n1nnc(-c2nc(-c3ccc4c(c3)OCO4)no2)c1C
    -16%	13%[57.1 µM]	2%	13%	-15%	1.6%	-7%	-4%	0%[57.1 µM]
CC(NC(=O)c1ccncc1)c1ccccc1 (stereo not given)
    13%	-2%	3%	10%	-2%	-3.4%	5%	-4%	-3%
C=CCn1c(C)cc(C(=O)Cn2nc(C(=O)O)c3ccccc3c2=O)c1C
    2%	20%	-2%	-15%	14%	4.8%	-19%	-3%	-3%
O=C(Nc1ccccc1N1CCCCC1)C1CCN(C(=O)c2ccc(Cl)cc2)CC1
    u	6%	3%	-33%	6%	-0.2%	-17%	8%	-7%
COc1cc(NC(=O)C2=C(C)OCCS2)c(Cl)cc1C(=O)NCCCN1CCCC(C)C1 (stereo not given)
    3%	x	0%	x	9%	x	-17%	-1%	x
O=C(Nc1ccc(Oc2cccnc2)cc1)c1ccc([N+](=O)[O-])cc1
    3%	17%	-6%	-25%	6%	1.0%	-21%	-2%	-14%[57.1 µM]
CCOc1ccc(S(=O)(=O)Nc2ccncc2)c(C)c1C
    1%	27%[57.1 µM]	0%	-15%	2%	-3.5%	-10%	3%	5%[57.1 µM]
CC(=O)NC1(c2ccc(F)cc2)CCN(C(=O)Nc2ccc(F)cc2F)CC1
    2%	-1%	0%	12%	3%	0.2%	-23%	3%	-5%
CCCNc1nc2c(c(=O)n(C)c(=O)n2C)n1CCc1ccccc1
    -6%	7%	1%	34%	0%	-0.1%	-3%	-1%	-3%
Cc1ccccc1Cc1c(C)nc2ncnn2c1C
    0%	-3%	0%	-4%	4%	1.8%	-8%	-10%	2%
O=S(=O)(c1ccc(Cl)cc1)c1nc(-c2ccccc2F)oc1NCCN1CCOCC1
    x	-6%	0%	-4%	10%	1.1%	-22%	1%	-10%
O=C(c1cc2nc(C3CC3)cc(C(F)F)n2n1)N1CCOCC1
    0%	-9%[57.1 µM]	0%	11%	0%	-3.3%	-25%	-9%	5%[57.1 µM]
CCCCN(C(=O)c1ccco1)c1nnc(-c2cc(OC)c(OC)c(OC)c2)s1
    -10%	37%	-2%	21%	-1%	6.9%	-17%	x	56%[activator]
Cc1nn(-c2ccccc2)c(C)c1[N+](=O)[O-]
    26%	5%	1%	6%	0%	0.5%	-20%	-5%	-3%
O=S(=O)(NCC(Nc1ccccc1)c1ccccc1)c1ccc(Cl)cc1 (stereo not given)
    -28%	2%	-16%	-1%	-4%	-0.2%	-5%	11%	-5%
COc1cccc(CN(C(=O)c2ccccc2Cl)C2CCS(=O)(=O)C2)c1 (stereo not given)
    9%	17%	-1%	-1%	-4%	3.8%	-14%	-4%	-2%
CCc1ccc(OCC(=O)NC(=S)Nc2cccc(CO)c2)c(Br)c1
    6%	u	2%	-1%	-3%	-0.9%	-5%	-6%	4%
COc1ccc(C(C)(C)C)cc1NC(=O)c1c(C)noc1C
    -2%	3%	-6%	-6%	1%	-0.7%	-3%	0%	7%
CCNc1sc(C(=O)OCC)c(N)c1C#N
    -1%	22%	0%	4%	-4%	-0.5%	-17%	16%	-1%
O=C(NC(=S)NNC(=O)c1ccco1)c1ccccc1
    u	u	-1%	-40%	3%	-0.1%	-21%	0%	-1%

With a hit mark in ALOX12 inh, among the entries above:
| smiles | ALOX12 inh | TrxR1 inh | RGS4 inhibitor | mIDH1 inhibitor | RXFP1 ag | USP1 inh | TrxR1 substrate |
| --- | --- | --- | --- | --- | --- | --- | --- |
| Cc1sc2ncnc(Sc3ccccc3C(=O)Nc3ccc(Br)cc3)c2c1C | 10µM* | 3% | u | 2% | 8.1% | -12% | -12% |

Following part.
Order of values – ALOX12 inh	TrxR1 inh	Vif-APOBEC3G blk	RGS4 inhibitor	mIDH1 inhibitor	RXFP1 ag	USP1 inh	Vif-A3F inh	TrxR1 substrate
Cc1cc(C)cc(NC(=O)N2CCC(CN3CCCCCC3)CC2)c1
    u	-11%	-6%	-6%	0%	0.4%	-22%	1%	7%
O=C1/C(=C/N(C(=O)c2ccco2)c2ccc(Cl)cc2)Sc2ccccc21
    x	40µM*	-20%	-21%	-3%	3.9%	-10%	-27%	-7%
CCn1c(C(Cc2ccccc2)NC(=O)COC)nc2ccccc21 (stereo not given)
    -4%	8%[57.1 µM]	-7%	10%	-3%	1.1%	9%	3%	4%[57.1 µM]
CN(C)c1ccc(C(=O)OCC(=O)NCCNC(=O)COC(=O)c2ccc(N(C)C)cc2)cc1
    -5%	-8%	0%	-15%	8%	0.2%	-13%	3%	-1%
CCn1c(=O)n(CC)c2cc(N3CCCC3)c(NC(=O)c3ccccc3C)cc21
    4%	4%	-7%	-9%	0%	0.2%	-15%	4%	-4%
COc1cccc(C2C(=O)N(C3CCCCC3)CC(=O)N2Cc2ccc(Cl)cc2)c1 (stereo not given)
    0%	12%[57.1 µM]	-10%	-14%	4%	2.7%	-23%	-9%	1%[57.1 µM]
Cn1c(=O)c(NC(=O)c2ccccc2)c2n(c1=S)CCCCC2
    0%	3%	2%	-2%[56.9 µM]	1%	0.1%	-6%	-5%	-2%
CCOc1ccccc1NC(=O)COC(=O)C(Cc1ccccc1)NC(=O)c1ccco1 (stereo not given)
    24%	11%	0%	0%	-4%	0.7%	-27%	-9%	-2%
COc1cccc(CC(=O)NN2C(=O)NC3(CCCCC3)C2=O)c1
    6%	6%	-10%	-16%	0%	-1.0%	-5%	1%	7%
CC(C)(O)c1cc(=O)sc2nc3ccccc3n12
    -9%	16%	5%	29%	3%	0.8%	-28%	3%	3%

Some of the compounds tested (hit frequency here may not be typical).
